tim10-1 inh = growth inhibitors of tim10-1 mutant yeast | S. cerevisiae tim10-1 ts strain growth, BacTiter-Glo, 24 h | inhibition, % at 20 µM | 330,000 tested, 2.2% active | AID 463190;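 active means inhibition of at least 40%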;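 further: mutant grown at 25 °C; 0% = DMSO wells with yeast and 100% = wells holding no yeast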
CXCR6 inh = inhibitors of human CXCR6 receptor | O00574 | CHO-K1 PathHunter CXCR6 beta-arrestin, luminescence | inhibition, % at 20 µM | 360,000 tested, 0.36% active | AID 602244; in the data active means inhibition above about 34%, passing the limit was not always enough;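 further: antagonist mode with CXCL16 agonist at 10 nM final; 0% = 10 nM CXCL16 with DMSO and 100% = unstimulated wells without agonist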
Target sequence (O00574 whole entry, looked up): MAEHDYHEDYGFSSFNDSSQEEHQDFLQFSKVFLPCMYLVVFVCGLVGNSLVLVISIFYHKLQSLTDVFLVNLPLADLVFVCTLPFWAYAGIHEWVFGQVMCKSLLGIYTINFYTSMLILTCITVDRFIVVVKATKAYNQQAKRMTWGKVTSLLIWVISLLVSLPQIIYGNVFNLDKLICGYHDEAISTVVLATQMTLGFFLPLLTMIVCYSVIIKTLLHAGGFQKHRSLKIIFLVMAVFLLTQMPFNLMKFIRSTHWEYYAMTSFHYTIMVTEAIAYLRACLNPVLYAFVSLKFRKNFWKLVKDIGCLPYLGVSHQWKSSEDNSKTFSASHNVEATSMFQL
tim23-1 inh = inhibits growth of tim23-1 mutant yeast; 330,000 tested, 1.3% active; inhibition, % at 20 µM; S. cerevisiae tim23-1 growth, BacTiter-Glo luminescence, 24 h;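 active means growth inhibition of the mutant yeast at or above 50%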;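 further: temperature-sensitive mutant grown at 25 °C; plate controls were DMSO-treated mutant yeast for no effect and medium wells lacking yeast for full effect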
XBP1 UPR activ = activators of adaptive arm of unfolded protein response (XBP1). CHO-XBP1 luciferase reporter, IRE1-XBP1 UPR activation, luminescence; percent of tunicamycin response, DMSO as zero. activation, % at 20 µM. 330,000 tested, 0.33% active. AID 463104;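 active means versus positive control, 20 µM dose yields 30% or more activation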;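 further: 100% = tunicamycin at 10 µg/mL and 0% = DMSO only wells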
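Signal: luciferase luminescence; Assay system: CHO-XBP1 luciferase reporter cells; Amount: one thousand reporter cells per well; Dosing: 20 µM single concentration, DMSO 1%; Benchmarks: high control tunicamycin 10 µg/mL final, low control DMSO vehicle only; Schedule: 6 h compound exposure at 37 °C, 5% CO2; Evaluation: percent activation relative to tunicamycin reference.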
APJ ag = APJ receptor agonism | CHO-K1 APJ PathHunter beta-arrestin, luminescence; 0% DMSO wells, 100% apelin | activation, % at 20 µM | 330,000 tested, 0.11% active;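 active means activation more than six SD over the plate average, tested at 20 µM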;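 further: 0% = DMSO alone and 100% = apelin-13 at 10 nM; some results filed as inactive read as strong as hits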
Target sequence (P35414 whole entry, looked up): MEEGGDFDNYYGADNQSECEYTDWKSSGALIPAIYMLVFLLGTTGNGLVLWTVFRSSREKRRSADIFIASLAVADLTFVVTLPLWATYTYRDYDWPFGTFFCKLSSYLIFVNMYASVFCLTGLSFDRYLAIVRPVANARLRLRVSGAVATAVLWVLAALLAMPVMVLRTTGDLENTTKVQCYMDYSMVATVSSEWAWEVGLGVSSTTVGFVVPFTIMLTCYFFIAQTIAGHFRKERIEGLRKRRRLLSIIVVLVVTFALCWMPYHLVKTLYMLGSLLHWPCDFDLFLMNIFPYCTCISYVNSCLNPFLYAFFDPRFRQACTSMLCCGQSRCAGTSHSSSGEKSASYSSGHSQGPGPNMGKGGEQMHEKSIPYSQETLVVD
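Test system: CHO-K1 APJ beta-arrestin complementation cell line | Compound: Single test compound dose, 20 µM final, 1% DMSO | Incubation: Compound 90 min 25 °C, reagent 1 h | Measured by: beta-gal luminescence | Read-out basis: APJ–arrestin association signal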
Mdm2 MdmX PPI = human Mdm2/MdmX binding inhibition; SaOS-2 split-luciferase Mdm2/MdmX complementation, luminescence; inhibition, % at 8 µM; 330,000 tested, 3% active; AID 485346;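 active means inhibition of at least 50% at 8 µM in the primary screen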
APJ antag = APJ receptor antagonism | AID 2521 | P35414 | CHO-K1 APJ beta-arrestin complementation, luminescence | 330,000 tested, 0.32% active | inhibition, % at 20 µM;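 active means inhibition above about 40% at 20 µM, limit read from the data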;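 further: cells challenged with 10 nM apelin-13 agonist together with compound; plate controls were apelin-13 plus DMSO wells for no effect and DMSO wells lacking apelin-13 for full effect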
UPR CHOP act = apoptotic UPR (CHOP) activation; CHO-CHOP luciferase reporter, luminescence; percent of tunicamycin response over DMSO baseline; 330,000 tested, 0.34% active; activation, % at 10 µM;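 active means at 10 µM dose, activation of 40% or more, normalized to positive control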;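 further: 100% = tunicamycin at 10 µg/mL and 0% = DMSO alone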
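Assay system: CHO-CHOP cells, stable luciferase reporter of PERK-eIF2a-CHOP signalling / Buffer or medium: F12 plus 10% serum / Compound dosing: one dose, 10 µM in 0.5% DMSO / Times: 6 h compound treatment, 37 °C / Technique: luciferase luminescence / Read-out: % reporter activation, DMSO baseline versus tunicamycin full activation / Benchmarks: tunicamycin and DMSO controls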
TIM10 inh = growth inhibitors of TIM10 yeast strain | inhibition, % at 10 µM | 330,000 tested, 1.4% active | S. cerevisiae TIM10 strain growth, BacTiter-Glo luminescence, 24 h;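 active means inhibition of 40% or more at the single tested concentration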;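 further: wild-type TIM10 isogenic control strain grown at permissive 25 °C; 0% = DMSO yeast wells and 100% = minimal medium wells without yeast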
Numbers without * were called inactive; . = not tested or not shown.

SMILES,tim23-1 inh,tim10-1 inh,TIM10 inh,APJ antag,CXCR6 inh,APJ ag,UPR CHOP act,XBP1 UPR activ,Mdm2 MdmX PPI
Cc1cc(=O)oc2cc(NC(=S)NCc3ccccn3)ccc12,-1,6,6,-2,0,-3,2.6,-2,-24
CCC(C)NS(=O)(=O)c1ccc(OCC(=O)N2CCCC2)cc1 (configuration not stated),15,8,18,9,-4,8,1.3,-1,-14
Cc1nc2c([N+](=O)[O-])c(C)c(C)cc2[nH]1,6,11,9,9,2,-2,1.7,-1,12
Cc1nn(-c2nc3ccccc3s2)c(N)c1-c1ccccc1,4,24,3,-17,-4,2,6.1,4,-378
CCCC(=O)Nc1ccc(N2CCN(S(C)(=O)=O)CC2)cc1,-1,13,2,-1,6,2,0.3,-1,15
Cc1ccc2nc(NC(=O)CSc3nc4c(c(=O)n3C)SC(C)C4)sc2c1 (configuration not stated),6,18,-2,-5,0,-2,5.5,0,17
C/C(O)=C\c1nc2ccccc2oc1=O,-6,-7,-28,-8,1,1,-2.4,0,15
CCCCC(O)(c1ccc(OC)cc1)C(CN1CCOCC1)c1ccccc1 (configuration not stated),28,25,12,-9,11,-2,-0.8,-2,-30
Cn1c(=O)c2c(ncn2CC(COCc2ccccc2)OCc2ccccc2)n(C)c1=O (configuration not stated),10,15,15,-4,-2,0,-1.7,-2,19
CC(=O)c1cccc(NC(=O)/C(=C\c2cccnc2)NC(=O)c2ccco2)c1,2,0,-5,-11,-3,-3,-0.7,-1,-3
CCN1CCN(CCOc2ccccc2-c2ccccc2)CC1,8,4,9,7,2,-4,2.1,-1,-8
Cn1nnc2cc(C(=O)Nc3ccc(Cl)cc3)ccc21,-2,3,6,7,-16,-2,11,-1,-10
O=C(CNCC1CCCO1)N1CCN(S(=O)(=O)c2ccc3ccccc3c2)CC1 (configuration not stated),2,11,13,13,0,0,-0.4,-1,-19
COc1ccc(OC)c(NC(=O)Cn2c(-c3ccc(Cl)cc3)noc2=O)c1,-4,12,-16,-26,-4,-3,-2.1,-1,-5
CCN(Cc1ccc(OC)c(COC)c1)CC1CCCN(CCc2cccc(OC)c2)C1 (configuration not stated),-4,4,-2,4,13,-3,0.2,2,12
O=S(=O)(c1ccc(F)cc1)N1CCC(N2CCCC2)CC1,12,-1,-19,-4,-8,8,-0.7,-5,-2
O=C(NNC(=O)c1cccs1)c1ccc([N+](=O)[O-])cc1,15,8,8,-18,.,-4,-0.1,-3,18
O=C(O)c1ccc(-c2ccccc2Cl)o1,16,2,-9,-1,-1,-4,-0.7,-1,28
O=C(CCN1CCN(S(=O)(=O)c2ccc(Cl)cc2)CC1)Nc1ccccc1F,-2,8,-9,29,2,2,0.0,-3,-19
CC(C)(C)[C@@H]1C=C(C(=O)NCc2ccccc2)O[C@H](OCc2ccc(CO)cc2)C1,23,19,9,-5,7,-4,-0.3,-4,2
CCn1nc(C)cc1C(=O)N1CCCC(C(=O)c2ccccc2SC)C1 (configuration not stated),17,26,9,11,-3,0,0.9,-6,8
O=C(CCCCCn1c(=S)[nH]c2cc3c(cc2c1=O)OCO3)N1CCN(c2ccc(F)cc2)CC1,-10,-2,-15,-12,-10,6,1.2,39*,53*
COc1ccc(C)cc1S(=O)(=O)N1CCC(C(=O)NCCC2=CCCCC2)CC1,29,25,18,14,-6,-2,-0.2,-1,-11
CCOC(=O)c1c(NC(=O)COC(=O)C2CCC2)sc(C(=O)N(C)C)c1C,12,3,-6,6,-9,-3,-2.4,-2,14
CC(C)OCCCn1c(SCC(=O)Nc2ccccc2C(F)(F)F)nc2nccnc2c1=O,2,18,11,16,7,-3,-0.6,-3,17
S=C1NC[C@H](Cc2cccc3ccccc23)N1CC1CCCCC1,44,26,32,3,10,-7,-1.1,-3,13
Cn1nc(CC(=O)NCCN2C(=O)CSC2=O)c2ccccc2c1=O,10,9,-11,-8,3,-3,-0.8,1,23
CC1CCN(C(=O)C(C)OC(=O)CSc2ccc([N+](=O)[O-])cc2)CC1 (configuration not stated),27,24,5,-63,-3,-4,-0.9,-1,-17
O=C(C1=NN[C@@H]2C(=O)N(c3ccccc3C(F)(F)F)C(=O)[C@H]12)C(c1ccccc1)c1ccccc1,4,12,1,-8,-6,-1,-0.7,-2,-24
O=S(=O)(c1ccccc1)N1CCC2(CC1)OCCN2S(=O)(=O)c1cccs1,33,22,-1,-62,-5,8,-0.1,-2,5
COc1ccc(OC)c(NC(=O)c2nc(S(=O)(=O)Cc3ccccc3)ncc2Cl)c1,73*,11,34,63*,59*,-9,-11,-11,100*
COc1ccc(-c2cnnc(N/N=C/c3ccc(O)cc3)n2)cc1,-25,-16,-13,21,1,-2,4.8,10,17
CCN(CC)S(=O)(=O)c1ccc2oc(C(=O)NC3CCCc4ccccc43)c(C)c2c1 (configuration not stated),9,5,5,5,8,-5,-0.4,3,28
COC(=O)c1ccc(CNC(=O)CN(CCC(C)C)S(=O)(=O)c2ccc3c(c2)OCCO3)cc1,19,3,10,13,-5,0,0.0,-4,13
Cc1cc(C)cc(OCC(=O)OC(C)C(=O)Nc2c(C)n(C)n(-c3ccccc3)c2=O)c1 (configuration not stated),8,7,-4,-5,7,-4,-0.2,-5,-4
CCC(C)(C)n1nnnc1C(c1cccs1)N1CCN(Cc2ccccc2)CC1 (configuration not stated),11,0,10,4,-3,-3,-0.3,-4,1
Cc1ccc([N+](=O)[O-])cc1N=C1C(=O)Nc2ccccc21,32,29,10,36,37,-11,4.2,-6,15
Cc1oc(C(=O)O)cc1COc1cccc2cccnc12,-13,-2,-25,17,-13,-1,-3.2,-5,5
CCS(=O)(=O)n1nc(-c2ccc(Cl)cc2)nc1SCc1ccccc1,62*,40*,9,4,.,-5,5.2,1,-39
C=CCNC1=C(Cl)C(=O)N(Cc2ccccc2)C1=O,-9,-34,-31,5,12,-3,-0.6,4,4
Cc1cc(C)nc(SCCS(=O)(=O)Cc2ccc(Cl)cc2)n1,-2,8,4,8,8,-3,1.3,-4,7
CC(C)C(=O)N1CCC2(CC1)Oc1ccc(Cl)cc1C(=O)C21CC(c2cccnc2)=NO1 (configuration not stated),3,6,17,-4,3,-5,-1.9,-1,-9
Cc1cccc(Nc2nnc(-c3ccc(C(=O)N4C[C@H]5C[C@H](C4)c4cccc(=O)n4C5)cc3)c3ccccc23)c1,11,13,7,-2,5,0,-0.4,0,15
Cc1ccc(NC(=O)CSCC(=O)N2c3ccccc3CCc3ccccc32)cc1,28,14,4,6,-4,-3,-1.4,0,6
CCn1ncc(Br)c1C(=O)Nc1ccn(C23CC4CC(CC(C4)C2)C3)n1,25,0,17,-5,-9,-3,1.2,0,-8
COc1cc(CNCC(O)c2ccccc2)ccc1OCc1ccc(Cl)nc1 (configuration not stated),19,24,9,13,-6,-1,1.1,-3,-1
O=C(OCc1ccccc1C(F)(F)F)c1cc([N+](=O)[O-])ccc1N1CCOCC1,29,23,3,6,7,2,1.0,0,-6
O=C(CSc1n[nH]c(=O)[nH]c1=O)NC1CCCCC1,17,4,-15,-3,-2,0,-0.9,-2,-34
O=C(N/N=C\c1cccc(Br)c1)c1ccccc1-n1cccc1,54*,58*,52*,20,6,-5,-1.1,-2,16
COc1ccc(CC(=O)NC(C)(C)CC(C)=O)cc1OC,-1,0,-1,-8,1,0,0.5,-1,-6
O=C(NC1CCCCC1)n1c(=O)oc2cc(S(=O)(=O)N3CCCCC3)ccc21,5,10,-14,-1,3,-1,2.1,0,22
Cc1noc(C)c1COc1ccc(C(=O)NCc2cccs2)cc1,4,-3,-1,6,-7,-1,-0.5,-3,7
C/C(=N\OC(=O)c1ccc(F)cc1)c1sc(-c2ccccc2)nc1C,44,37,21,9,-2,3,6.1,5,-80
COc1ccc(CCNC(=S)Nc2ccc(S(=O)(=O)Nc3ncccn3)cc2)cc1OC,3,4,-1,-27,4,-3,0.8,-5,22
O=C(NNc1cccc(Cl)n1)c1ccc(Cl)nc1,15,21,3,-3,-10,-4,0.2,1,-18
CCCn1c(N)c(C(=O)CSc2n[nH]c(-c3ccc(C)cc3)n2)c(=O)[nH]c1=O,-14,2,7,4,2,-6,-1.0,-2,-5
Cn1cccc1C1CCCN1CC(=O)Nc1ccc(C(N)=O)cc1 (configuration not stated),-3,-15,7,-6,1,2,-0.1,-2,1

Some of these compounds in order of the APJ ag value, rising:
mol | APJ ag
O=C(NNc1cccc(Cl)n1)c1ccc(Cl)nc1 | -4
COc1ccc(CC(=O)NC(C)(C)CC(C)=O)cc1OC | 0
C/C(=N\OC(=O)c1ccc(F)cc1)c1sc(-c2ccccc2)nc1C | 3

Bioassay records as filed in PubChem.

Not all compounds are listed. The share of hits here may be higher or lower than overall.
